# CHO-K1 Ca ag: nonselective activator or artifact in parental CHO-K1 cells; Fluo-8 calcium fluorescence; scaled to maximal ATP response, vehicle zero; activation, % at 3 µM; 0.48% of 360,000 active; in the data active = activation above about 15%;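 note: untransfected CHO-K1 host cells lacking M1 receptor as counterscreen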
# CHO parental Ca: counter-screen: ATP calcium response change in parental CHO cells; parental CHO-K1, ATP-induced calcium, Fluo-8 fluorescence; AID 463079; inhibition, % at 5.6 µM; 0.63% of 330,000 active;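 active = inhibition above that plate's mean sample inhibition plus 3 SD, cut at about 26% in these data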;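 note: 0% = ATP-challenged DMSO wells and 100% = DMSO wells without ATP; some compounds past the cut are filed as inactive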
#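 Material: Parental CHO cells | Reagent: ATP | Compound dosing: Single nominal dose of 5.6 µM per compound | Detection: Intracellular calcium via Fluo-8 no-wash fluorescent dye | Read-out: % inhibition of ATP-induced calcium mobilization | Benchmarks: Low control ATP plus DMSO, high control DMSO only | Replicates: Singlicate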
# CHO-K1 Ca antag: nonselective inhibitor or artifact in parental CHO-K1 cells. ATP-induced calcium, Fluo-8 fluorescence. inhibition, % at 3 µM. 0.6% of 360,000 active. AID 602250;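 active = inhibition above a per-plate cutoff, the plate's mean sample inhibition plus 3 SD, cut at about 24% in these data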;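 note: 0% = DMSO plus EC80 ATP and 100% = DMSO alone without ATP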
# TAAR1 antag: human TAAR1 antagonism; Q96RJ0; CHO RD-HGA16 TAAR1, Fluo-8 calcium fluorescence, antagonist; inhibition, % at 3 µM; 1.5% of 360,000 active;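 active = inhibition above a per-plate cutoff, the mean inhibition of test compounds on that plate plus 3 SD, cut at about 49% in these data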;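 note: 0% = DMSO plus EC80 beta-PEA response and 100% = DMSO alone without agonist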
#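 Test system: RD-HGA16 CHO cells with stable hTAAR1 and Gα16 / Probe or stimulus: EC80 β-phenethylamine stimulus / Times: seeding 17-24 h prior, 75-min 37 °C, 30-min RT dye loading / Detection: Fluo-8 calcium-sensitive fluorescence / Read-out basis: % inhibition scaled between DMSO and EC80 PEA controls / Repeats: singlicate, one well per test compound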
# CHO-K1 Ca PAM: M1 PAM counterscreen hit in parental CHO-K1 cells | ATP EC20, Fluo-8 calcium fluorescence; 0% at ATP EC20, 100% at ATP max | activation, % at 3 µM | 0.02% of 360,000 active;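 active = activation above the run cutoff, the mean activation of all test compounds plus 3 SD, cut at about 40% in these data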;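 note: peak over basal fluorescence ratio in a 140 s read after ATP addition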
# CHRM1 agonist: human M1 muscarinic receptor agonism. CHO-K1 hM1, Fluo-8 calcium fluorescence, agonist mode; 0% DMSO, 100% acetylcholine EC100. activation, % at 3 µM. 0.33% of 360,000 active. AID 588814;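 active = activation above the run's mean compound activation plus 3 SD, cut at about 16% in these data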;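 note: peak over basal fluorescence ratio within a 140 s kinetic read after compound addition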
# V1R ag counter: counter-screen for oxytocin receptor agonists: human V1a receptor agonists; P37288; CHO-V1R cells, Fluo-8 calcium fluorescence, agonist mode; 0% DMSO, 100% 3 nM vasopressin; activation, % at 3 µM; 0.25% of 320,000 active; AID 2797;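 active = activation above the mean activation of all tested compounds plus 3 SD, per screening run, cut at about 20% in these data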;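 note: signal is peak over basal fluorescence ratio across a 100 second FLIPR read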
# Target sequence (P37288 whole entry, looked up): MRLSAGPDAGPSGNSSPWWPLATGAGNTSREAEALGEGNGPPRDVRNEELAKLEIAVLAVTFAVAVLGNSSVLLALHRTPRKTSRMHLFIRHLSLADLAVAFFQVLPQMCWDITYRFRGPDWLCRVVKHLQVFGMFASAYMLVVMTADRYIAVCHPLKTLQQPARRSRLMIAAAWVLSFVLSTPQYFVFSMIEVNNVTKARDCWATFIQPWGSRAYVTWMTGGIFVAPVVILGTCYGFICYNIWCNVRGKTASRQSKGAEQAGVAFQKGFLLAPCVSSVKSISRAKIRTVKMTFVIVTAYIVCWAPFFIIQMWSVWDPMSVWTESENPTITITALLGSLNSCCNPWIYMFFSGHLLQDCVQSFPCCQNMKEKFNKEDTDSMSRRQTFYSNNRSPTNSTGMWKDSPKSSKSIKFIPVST
# TAAR1 ag: human TAAR1 agonism | Q96RJ0 | CHO RD-HGA16 TAAR1, Fluo-8 calcium fluorescence; vehicle wells 0%, saturating PEA agonist 100% | activation, % at 3 µM | 0.99% of 360,000 active;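 active = activation above the mean activation of all test compounds in the run plus 3 SD, cut at about 38% in these data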
#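 System: CHO-derived RD-HGA16 cells with stable Gα16 and human TAAR1. Times: 17-24 h plating, Fluo-8 75 min 37 °C, 30 min RT. Measured by: calcium-sensitive Fluo-8 signal, excitation 470-495, emission 515-575 nm. Read-out basis: % activation relative to PEA EC100 response. Control set: DMSO and PEA EC100. Repeats: no replicates (n 1).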
# OXTR potentiate: human OXTR potentiation; P30559; CHO-OTR cells, Fluo-8 calcium fluorescence, potentiator mode; 0% = oxytocin EC15, 100% = EC100; activation, % at 3 µM; 0.061% of 320,000 active;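 active = activation above that plate's cutoff, the mean activation of tested compounds plus 3 SD, cut at about 6.6% in these data, passing the limit was not always enough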;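 note: 100% uses oxytocin at 75 nM as the full agonist control; some results filed as inactive read as strong as hits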
# Target sequence (P30559 whole entry, looked up): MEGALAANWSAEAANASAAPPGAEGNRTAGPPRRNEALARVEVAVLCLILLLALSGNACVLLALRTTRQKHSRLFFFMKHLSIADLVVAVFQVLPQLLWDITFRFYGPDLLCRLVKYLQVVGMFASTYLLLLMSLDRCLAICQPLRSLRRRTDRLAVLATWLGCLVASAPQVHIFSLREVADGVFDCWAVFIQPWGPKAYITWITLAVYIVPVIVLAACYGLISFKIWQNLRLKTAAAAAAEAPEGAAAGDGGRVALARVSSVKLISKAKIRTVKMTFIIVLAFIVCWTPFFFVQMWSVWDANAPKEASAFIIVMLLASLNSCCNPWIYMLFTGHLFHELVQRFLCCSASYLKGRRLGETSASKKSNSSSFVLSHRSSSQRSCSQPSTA
#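 System: human OTR in CHO cells; Also added: sub-maximal oxytocin, roughly EC15; Timing: compound 6 min at room temperature before oxytocin, 100 s read; Technique: Fluo-8 intracellular calcium fluorescence, ex 470-495, em 515-575 nm; Controls: oxytocin EC15 low and EC100 high; Replication: singlicate.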
# The depositor's hits bear a star; / = not tested or not shown.
SMILES,CHO-K1 Ca ag,CHO parental Ca,CHO-K1 Ca antag,TAAR1 antag,CHO-K1 Ca PAM,CHRM1 agonist,V1R ag counter,TAAR1 ag,OXTR potentiate
CCCN1CCN(C(=O)CCS(=O)(=O)c2cc3c(cc2Cl)NC(=O)CO3)CC1,0.3,4,26*,-1,-11,-4,-0.4,2,-3
Cn1cc(S(=O)(=O)N2CCCC2)cc1C(=O)O,1.0,-5,12,9,-5,-1,0.5,0,-5
COc1ccccc1NC(=O)C(C)OC(=O)c1ccc(-n2cnnn2)cc1 (centres undefined),0.9,10,2,4,-4,2,0.7,0,-7
Cc1c(NC(=O)CN2CCN(c3cccc(Cl)c3)CC2)c(=O)n(-c2ccccc2)n1C,-0.4,-5,2,-24,-16,-1,0.1,1,-14
COCC(=O)Nc1ccc2c(c1)OCO2,0.0,1,4,0,3,-8,-0.1,5,-5
Cc1cc(C)cc(OCC(=O)NNC(=O)C2CCCO2)c1 (centres undefined),0.0,-7,1,-17,4,-3,-0.2,2,-7
CC(C)(C)CN1CCNC(=O)C1CC(=O)NCCc1cnn(-c2ccccc2)c1 (centres undefined),0.1,-20,2,9,-13,-8,0.8,11,0
CC(Oc1ccccc1)C(=O)Nc1nnc(S(=O)(=O)N2CCCCC2)s1 (centres undefined),1.5,5,-5,2,-4,4,3.9,7,-4
CCCC(C(=O)OCCN(CC)CC)(c1ccccc1)c1ccccc1,2.5,-22,-6,-6,24,-4,2.1,10,-3
Cc1ccc(-n2c(=O)c3c(C)c(C)sc3n(Cc3cc(=O)n4ccccc4n3)c2=O)cc1C,0.1,-29,-9,-1,29,-10,1.1,4,-3
CC(C)OCCCNS(=O)(=O)c1ccc2c(c1)oc(=O)n2C,0.8,3,1,2,-1,-3,0.2,1,-8
N#C/C(C(=O)N1CCOCC1)=C1\Nc2ccccc2S1,2.6,-4,-11,-1,20,-3,0.3,13,-3
COc1ccc(-c2csc(NC(=O)c3c(OC)cccc3OC)n2)cc1,3.4,-15,-14,-44,18,6,0.6,6,8
COc1ccc(S(=O)(=O)NCC2CCCN(C(=O)C=C(C)C)C2)cc1 (centres undefined),0.1,-11,-13,-12,-10,-3,0.1,4,-13
CNC(=O)c1ccc(=O)n(Cc2cccc(C(F)(F)F)c2)c1,0.1,0,-3,0,5,-2,1.1,10,-3
CSc1ccc(/C=C(/NC(=O)c2ccco2)C(=O)N2CCCCC2)cc1,1.1,11,0,7,16,-1,1.6,3,-7
Clc1ccc(NC2=NCCCCC2)cc1,0.5,-9,-8,-6,15,-5,1.1,18,5
O=S(=O)(c1ccccc1)N1CCC(Oc2ccc(-n3cnnn3)cc2)CC1,18*,18,2,24,-12,2,7.7,5,-14
CC(C)Sc1cc(Cl)nc(NC(=O)Nc2ccccc2)n1,-0.2,-18,5,-3,-5,0,0.1,2,-2
COc1ccc(N(CC(=O)Nc2ccc(Cl)cc2)S(=O)(=O)c2c(C)n[nH]c2C)cc1,2.0,-25,0,3,8,-4,-0.5,10,-13
Cc1ccccc1S(=O)(=O)Cc1ccc(C(=O)NCCN2CCN(Cc3ccccc3)CC2)o1,0.7,-10,-10,8,17,-5,0.1,3,-5
NC(N)=NS(=O)(=O)c1ccc(NC(=S)NC(=O)c2sc3ccccc3c2Cl)cc1,1.2,13,-15,0,25,-6,0.4,2,-6
COC(=O)C(=Cc1ccccc1[N+](=O)[O-])C(=O)OC,2.8,-6,-14,6,20,1,-1.2,4,-1
Cc1c(NC(=O)CSc2nnc(-c3ccccc3F)o2)c(=O)n(-c2ccccc2)n1C,0.3,/,-3,-9,-5,-6,/,3,/
CCC(=O)Nc1ccc(C(=O)OCc2ccccc2Cl)cc1,2.8,7,-6,2,15,-4,3.7,5,-3

# Structures listed so far containing a furan ring, fused or not:
SMILES,CHO-K1 Ca ag,CHO parental Ca,CHO-K1 Ca antag,TAAR1 antag,CHO-K1 Ca PAM,CHRM1 agonist,V1R ag counter,TAAR1 ag,OXTR potentiate
CSc1ccc(/C=C(/NC(=O)c2ccco2)C(=O)N2CCCCC2)cc1,1.1,11,0,7,16,-1,1.6,3,-7
Cc1ccccc1S(=O)(=O)Cc1ccc(C(=O)NCCN2CCN(Cc3ccccc3)CC2)o1,0.7,-10,-10,8,17,-5,0.1,3,-5

# More entries
SMILES,CHO-K1 Ca ag,CHO parental Ca,CHO-K1 Ca antag,TAAR1 antag,CHO-K1 Ca PAM,CHRM1 agonist,V1R ag counter,TAAR1 ag,OXTR potentiate
CSc1ccc(S(=O)(=O)NCC(=O)OCC(=O)N(C)C2CCCCC2)cc1[N+](=O)[O-],1.0,-19,-2,0,20,1,3.7,1,-12
CCc1nnc(NC(=O)c2cc(C)nc3ccccc23)s1,1.5,-21,-22,-2,2,-3,2.2,-1,3
COCOc1ccc(-c2ncc(OC)nc2NC(=O)c2cc(C)oc2C)cc1,0.4,/,-3,-2,8,-2,/,0,/
O=[N+]([O-])c1cc2c(cc1/C=N\NS(=O)(=O)c1ccccc1)OCO2,1.4,-2,-19,-10,9,-4,1.6,3,-3
CCn1cc(CN2CCCC(C(=O)Nc3cccc(-c4cc5ccccc5[nH]4)c3)C2)c(C)n1 (centres undefined),7.3,-11,5,22,4,-1,1.2,26,-9
Cc1c(C)n2c(SCC(=O)N3CCC(C)CC3)nnc2[nH]c1=O,1.4,10,-2,-16,25,-1,-0.5,0,-8
FC(F)(F)c1ccc(-c2n[nH]c(=S)o2)nc1,2.9,-15,-9,11,12,-3,0.8,0,-6
C=CCNC(=O)COc1ccc(Oc2ccccc2)cc1,3.0,7,-7,-15,9,-13,3.5,3,-24
CCCNC(=O)Cc1cc(=O)[nH]c(=O)[nH]1,0.1,13,-2,-8,14,0,-0.3,1,4
COc1cc(SC)ccc1C(=O)N1CC(C)OC(C)C1 (centres undefined),4.2,-3,1,6,14,-8,-0.5,2,-6
CC(=O)Nc1cc(-c2cccc(C(=O)N(C)C)c2)cn2c(-c3ccc(F)cc3)cnc12,1.6,/,-9,-11,9,-6,/,2,/
N/C(=N\OC(=O)c1ccccc1)c1cccnc1,0.1,2,13,-4,-6,2,0.8,6,-4
CN(CC(=O)Nc1cccc(F)c1)C(=O)CCN1C(=O)C2CC=CCC2C1=O (centres undefined),0.1,-6,-5,-9,0,-2,-0.3,2,0
CC(=O)N1CCC(N(CCN2CCOCC2)C(=S)Nc2cc(C)ccc2C)CC1,-0.1,2,-10,12,15,-7,0.1,2,1
O=C(Nc1cccc(NC(=O)c2ccccc2[N+](=O)[O-])n1)c1ccccc1[N+](=O)[O-],2.0,-14,3,5,15,0,0.0,4,-1
CN(C)c1ccc(N/C(=N\S(=O)(=O)c2cccs2)c2ccccc2)cc1,0.7,-4,-2,-7,12,-6,-0.3,-2,-5
O=C(CSc1nnc(-c2ccncc2)n1-c1ccccc1)Nc1ccc(C(=O)O)cc1,0.5,17,6,0,-9,-5,1.1,12,-18
CN(C)CCNc1ncnc2c1ncn2[C@H]1CN(C)C[C@@H](CO)O1,0.1,/,8,-32,-10,-4,/,6,/
CCN(CC)C(=O)c1cn(-c2cccc(OC)c2)c(=O)c2ccccc12,2.4,-14,-15,-2,9,-2,0.4,1,-3
CCOC(=O)c1c(NC(=O)COC(=O)c2cccnc2OCC)sc(C(=O)N(CC)CC)c1C,-0.4,-3,-6,-5,7,-1,0.9,0,-3
CCN1CCN(Cc2ccc(NC(=O)c3cc(NC(=O)c4nccnc4N)cc(OC)c3)cc2C(F)(F)F)CC1,5.8,-11,-14,30,10,-4,2.2,15,-12
CC1(C)SC(=S)N(/N=C/c2cccnc2)C1N(O)C(=O)Nc1ccccc1 (centres undefined),0.2,-11,-6,-5,3,-3,-0.8,-1,-3
COc1ccc(C(CNC(=O)c2ccc(-c3ccccc3)cc2)N(C)C)cc1OC (centres undefined),0.9,-7,-7,-4,3,-8,1.8,-3,-4
Cc1ccc(C(=O)N/C(=C/c2cccnc2)C(=O)NCc2ccco2)cc1,0.4,-5,-9,5,11,-2,0.7,5,2
CC(C)CN(CCNC(=O)c1cn(C)c2ccc(S(=O)(=O)N3CCCC3)cc2c1=O)CC(C)C,0.1,1,-16,2,13,-3,0.2,1,-3

# Sorted by value in CHRM1 agonist (smallest number first): three from the list above.
SMILES	CHRM1 agonist
COc1cc(SC)ccc1C(=O)N1CC(C)OC(C)C1 (centres undefined)	-8
FC(F)(F)c1ccc(-c2n[nH]c(=S)o2)nc1	-3
N/C(=N\OC(=O)c1ccccc1)c1cccnc1	2

# (listing goes on)
SMILES,CHO-K1 Ca ag,CHO parental Ca,CHO-K1 Ca antag,TAAR1 antag,CHO-K1 Ca PAM,CHRM1 agonist,V1R ag counter,TAAR1 ag,OXTR potentiate
CCCN(CCC)C(=O)Cc1ccc(F)cc1,0.6,-19,-3,-7,13,-1,0.6,-1,-1
COc1ccccc1OCc1nc2ccccc2[nH]1,0.2,-2,-7,10,11,-3,-0.1,0,-2
COc1ccc(-c2nc(-c3cccs3)c(-c3cccs3)[nH]2)cc1OC,0.7,-3,-1,32,9,-2,-1.1,10,-11
CCOc1ccc(CCNC(=O)C2CCN(S(=O)(=O)N3CCCCC3)CC2)cc1OCC,0.6,-18,-5,1,9,-5,-0.4,-1,2
CC(C)n1nccc1N(Cc1ccc(Cl)cc1)S(=O)(=O)c1ccccc1,-0.9,-25,-9,-7,-8,-8,0.5,1,-10
O=C(c1cc(S(=O)(=O)N2CCOCC2)ccc1Cl)N1CCCCC1CO (centres undefined),0.0,-22,3,-5,3,-4,1.1,1,2
CCOc1ccc(C(=O)N/N=C/c2cc([N+](=O)[O-])cs2)cc1,-0.2,-4,-7,10,4,0,0.8,1,-5
CCN(CC)S(=O)(=O)c1ccc2oc(SCC(=O)Nc3cc(C)on3)nc2c1,0.3,0,8,-16,-14,-4,0.5,2,-4
Cc1ccc(-c2nc3ccc([N+](=O)[O-])cc3[nH]2)cc1,2.2,-11,-9,0,-11,-2,3.1,14,-20
Cc1cc(Cl)ccc1OCCCC(=O)Nc1cccnc1,6.2,-14,-2,12,9,2,8.3,10,-21
CC(=O)N/C(=C\c1ccccc1)C(=O)OC(C)C(=O)Nc1ccccc1F (centres undefined),0.2,-7,-8,41,7,-3,1.3,12,-6
CCN1C(=C(C#N)C#N)C=Cc2cc(C)ccc21,1.0,-15,-2,-4,9,-9,1.1,13,-15
C#CCOCCOCCOCCNc1nc(N2CCN(C(=O)CCCCCCCCCCNC(=O)Cn3cc(CCCCCN)nn3)CC2)nc(N2CCN(C(=O)CCCCCCCCCCNC(=O)[C@H](CO)n3cc(CCCSC)nn3)CC2)n1,2.7,-11,-17,/,21,-5,5.3,/,-5
CNc1ncnc(Sc2nc(N)nc3nc[nH]c23)c1[N+](=O)[O-],2.3,/,-8,-12,21,-2,/,1,/
